# Compound activity: PubChem BioAssay, Sanford-Burnham Center for Chemical Genomics
# SENP7 block – blocks the human protease SENP7. inhibition, % at 5 µM. hit rate 1.5% among 330,000. recombinant SENP7, Z-RLRGG-aminoluciferin luminescence, 40 min;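 active means inhibition above about 50% at the single test dose, limit read from the data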;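 further: plate controls were DMSO with enzyme for no effect and no enzyme buffer wells for full effect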
# Target sequence (Q9BQF6 706-1050 limits assumed): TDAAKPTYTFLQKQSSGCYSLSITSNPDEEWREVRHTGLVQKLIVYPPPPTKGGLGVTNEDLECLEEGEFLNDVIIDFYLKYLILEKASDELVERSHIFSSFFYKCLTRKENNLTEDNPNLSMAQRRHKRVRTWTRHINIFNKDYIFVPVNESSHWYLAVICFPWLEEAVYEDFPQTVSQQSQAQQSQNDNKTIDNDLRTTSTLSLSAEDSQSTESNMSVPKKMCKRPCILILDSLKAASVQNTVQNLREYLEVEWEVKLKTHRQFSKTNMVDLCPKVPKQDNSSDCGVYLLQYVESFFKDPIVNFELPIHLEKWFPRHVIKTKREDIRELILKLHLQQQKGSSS
# SENP8 block-1 – blocks human SENP8 cleavage of Nedd8 substrate | AID 602440 | hit rate 0.64% among 360,000 | inhibition, % at 20 µM | recombinant SENP8, Nedd8 substrate fluorescence; in the data active means inhibition mostly above about 40%, no sharp cut-off; inactive means mostly below about 27%
# Target sequence (Q96LD8 whole entry, looked up): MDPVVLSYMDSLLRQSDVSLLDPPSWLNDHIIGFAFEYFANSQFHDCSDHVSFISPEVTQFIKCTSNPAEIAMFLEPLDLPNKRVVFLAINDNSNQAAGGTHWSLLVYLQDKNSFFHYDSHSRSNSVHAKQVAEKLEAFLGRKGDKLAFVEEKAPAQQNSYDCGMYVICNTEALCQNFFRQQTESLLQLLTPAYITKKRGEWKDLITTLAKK
# SENP1 FRET inh – SENP1 (human) catalytic domain inhibition | Q9P0U3 | recombinant SENP1 catalytic domain, CyPet-SUMO1-YPet FRET cleavage | inhibition, % at 10 µM | hit rate 0.21% among 360,000 | AID 624204;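 active means inhibition at least 30% at 10 µM, raw YFP signal under a set limit, fluorescence ratio 0.5 to 1.5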;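 further: 0% = enzyme with DMSO and 100% = no enzyme wells; some results filed as inactive read as strong as hits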
#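 Test system: hSENP1 catalytic domain, recombinant; Amount: 20 pM final SENP1 enzyme; Medium: Tris pH 8 buffer plus EDTA, NaCl, BME, BSA, NP40, catalase; Schedule: 50 min enzyme reaction, room temperature, light-protected; Technique: FRET fluorescence in CFP and YFP emission channels; Controls: no-enzyme wells low, DMSO-plus-enzyme wells high control.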
# PfG6PD inh – PfG6PD (Plasmodium falciparum) enzyme inhibition | PfGluPho enzyme, NADPH resazurin-diaphorase fluorescence | inhibition, % at 20 µM | hit rate 0.78% among 350,000 | AID 504690;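 active means inhibition reaching at least a set limit at 20 µM in the primary screen, cut at about 59% in these data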;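 further: 0% = DMSO wells with substrate and 100% = DMSO wells lacking glucose-6-phosphate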
# SENP6 block – inhibitors of human SENP6 protease; Q9GZR1; Recombinant SENP6 catalytic domain, aminoluciferin luminescence; inhibition, % at 10 µM; hit rate 1.8% among 330,000; AID 2599;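 active means inhibition above about 50% at the single tested dose, limit read from the data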;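 further: plate controls were DMSO wells with enzyme for no effect and DMSO wells lacking enzyme for full effect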
# Target sequence (Q9GZR1 628-1112 limits assumed): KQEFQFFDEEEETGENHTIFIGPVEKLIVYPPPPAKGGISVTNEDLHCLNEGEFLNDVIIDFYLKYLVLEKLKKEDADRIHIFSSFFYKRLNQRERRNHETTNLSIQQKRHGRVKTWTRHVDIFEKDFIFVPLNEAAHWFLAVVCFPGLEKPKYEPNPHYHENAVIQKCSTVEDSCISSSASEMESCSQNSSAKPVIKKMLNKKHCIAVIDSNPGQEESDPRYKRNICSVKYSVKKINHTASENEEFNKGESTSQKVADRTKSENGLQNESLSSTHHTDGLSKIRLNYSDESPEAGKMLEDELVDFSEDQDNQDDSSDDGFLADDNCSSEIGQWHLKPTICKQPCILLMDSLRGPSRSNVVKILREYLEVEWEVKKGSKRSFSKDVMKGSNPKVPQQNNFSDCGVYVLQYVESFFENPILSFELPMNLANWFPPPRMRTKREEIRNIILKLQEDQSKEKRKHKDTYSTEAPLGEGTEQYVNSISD
# Apaf-1 inh – human Apaf-1 inhibition | O14727 | AID 489030 | hit rate 0.71% among 330,000 | reconstituted apoptosome caspase-3 activity, DEVD-Rh110 fluorescence | inhibition, % at 20 µM; active means inhibition of at least 40% at 20 µM;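 further: plate controls were DMSO wells for no effect and DEVD-CHO caspase inhibitor wells for full effect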
#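 Material: reconstituted apoptosome with Apaf-1, cytochrome c, caspase-9, procaspase-3, dATP / Buffer or medium: pH 7.5 Hepes buffer with CHAPS, BSA, DTT / Also added: cytochrome c with DEVD-Rh110 / Schedule: compound with Apaf-1, dATP, procaspase-3 30 min, then 50 min reaction, room temperature / Technique: rhodamine 110 fluorescence at Ex 480/Em 540 nm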
# HKDC1 inh – HKDC1 (human) hexokinase inhibition | recombinant HKDC1, G6PDH/diaphorase resazurin coupled fluorescence | Q2TB90 | inhibition, % at 20 µM | hit rate 0.16% among 340,000;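 active means inhibition above about 35% when tested at 20 µM, limit read from the data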;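 further: plate controls were DMSO wells with enzyme for no effect and DMSO wells lacking enzyme for full effect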
#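 Test system: recombinant HKDC1 (HK5) hexokinase enzyme, produced in-house; Amount: enzyme 5 µg/mL final; Buffer or medium: Tris pH 8.0 buffer with MgCl2, Tween-20, BSA, BME; Reagent: glucose and ATP substrates; Doses: 20 µM test compound, 1% DMSO; Incubation: 90 min reaction incubation at room temperature, dark; Detection: resorufin fluorescence at 613 nm.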
# SENP8 block-2 – inhibitors of human SENP8 protease | purified SENP8, Z-RLRGG-aminoluciferin cleavage, luminescence | Q96LD8 | hit rate 1.2% among 330,000 | AID 2540 | inhibition, % at 10 µM; in the data active means inhibition above about 50%
# The depositor's hits bear a star; · = not tested or not shown.
SMILES,SENP7 block,SENP8 block-1,SENP1 FRET inh,PfG6PD inh,SENP6 block,Apaf-1 inh,HKDC1 inh,SENP8 block-2
COc1ccc(C(=O)NCc2nnc(SCC(=O)Nc3cc(Cl)ccc3OC)o2)cc1,-2,11,1,-9,-3,-2,-4,5
COc1ccc(C(CNC(=O)C(C)c2ccc3cc(OC)ccc3c2)N(C)C)cc1 (configuration not stated),7,4,1,-10,-9,5,-5,3
Cc1ccc(O)c(NC(=O)c2ccc3c(c2)C(=O)N(CC(C)C)C3=O)c1,32,17,0,-33,-3,0,4,1
O=C(CSCc1ccc([N+](=O)[O-])cc1)NCCSCc1ccccc1,-1,21,0,-5,-29,9,0,-1
Cc1csc(NC(=O)c2cc3ccccc3o2)n1,90*,-64,-19,21,85*,2,-2,79*
COc1cccc(N2C(=O)C3CCCN3C2c2ccc(Cl)cc2)c1 (configuration not stated),3,-1,-3,19,-3,-3,3,1
COc1cccc(/C=N/NC(=O)c2ccc(=O)n(C)c2)c1O,0,12,16,-38,-12,-9,-22,-5
CCCOc1ccc(-c2nc(C#N)c(N3CCC(C(N)=O)CC3)o2)cc1,7,-286,1,14,-3,5,-3,3
O=C(Cc1ccc(Cl)cc1)Nc1ccccc1C(=O)N1CCCCC1,0,6,2,10,-9,16,-7,2
COc1ccc(OCC(=O)Nc2cc3oc4ccccc4c3cc2OC)cc1,-10,0,0,4,-5,-10,-10,-2
CC(=O)NC(CC(=O)OCc1ccc([N+](=O)[O-])cc1)c1ccccc1 (configuration not stated),-5,18,4,0,-15,6,-3,3
COc1ccc(OC)c(CCNC(=O)c2ccc(CS(=O)Cc3ccc(Cl)cc3)o2)c1 (configuration not stated),-2,10,2,3,1,3,-7,8
COc1cc(C(=O)NNC(=S)Nc2ccc(S(N)(=O)=O)cc2)cc(OC)c1OC,5,-23,2,30,2,8,-3,-1
COc1cc(/C=N/NC(=O)c2ccc3c(c2)OCCO3)cc(Cl)c1O,-8,-92,-3,5,-27,4,1,-13
Cc1c(NS(=O)(=O)c2cccc(C(=O)Nc3cccc(F)c3)c2)c(=O)n(-c2ccccc2)n1C,-13,5,0,-25,-21,7,-3,-14
Cc1ccc(Cc2cnc(NC(=O)/C(C#N)=C/c3ccc(-c4cccc([N+](=O)[O-])c4)o3)s2)cc1,-5,37,17,-10,-16,10,-5,-7
COc1ccccc1NC(=S)NCc1ccco1,-1,14,-12,-7,-13,4,-6,0
O=C(NN=C1c2ccccc2-c2ccccc21)c1ccccc1,-20,8,2,21,-3,-2,0,-2
N#CCC(=N)N1CCN(c2ccc(Cl)cc2)CC1,-1,-3,-1,1,-10,1,-3,-7
O=C(Cn1c(C(=O)NCc2ccco2)cc2sccc21)c1ccccc1,0,-1,2,3,-27,19,2,-5
CCC(C(=O)Nc1ccc(C)cc1)c1ccccc1 (configuration not stated),4,11,1,5,-3,-5,-4,1
Cc1cccc(C)c1NC(=O)C1(NC(=O)Cn2cccc([N+](=O)[O-])c2=O)CCCCC1,6,8,1,-2,9,-9,-6,0
C#CCOCCOCCOCCNc1nc(N2CCN(C(=O)[C@H](CCCCN)n3cc([C@@H](N)C(C)CC)nn3)CC2)nc(N2CCN(C(=O)[C@H](CCCCN)n3cc([C@@H](N)CC(C)C)nn3)CC2)n1 (some centres not stated),-15,28,-2,18,-12,-16,-17,-1
Cn1c(=O)c2c(ncn2CC(=O)Nc2ccccc2Sc2ccccc2)n(C)c1=O,-3,24,1,30,-48,-17,-9,-4
CCOc1ccc(-c2cc(CCCC(=O)NCc3cccnc3)no2)cc1,8,14,-1,3,-2,0,-2,-7
CCOC(=O)CNC(=O)CSc1nc(Cc2cccs2)nc2ccccc12,4,6,-4,0,-2,-4,6,-3
CC(=O)CC(c1ccc([N+](=O)[O-])cc1)c1c(O)c2ccccc2oc1=O (configuration not stated),5,0,-2,-3,4,3,-2,5
CC(C)Cn1cnc2c(SCCc3ccccc3)nc(N)nc21,·,-233,1,6,·,·,1,·
N#CC1CC(c2ccccc2)=NN1c1ccccc1[N+](=O)[O-] (configuration not stated),-5,9,-1,2,11,5,4,6
CCOc1ccccc1-n1nnnc1SCC(=O)NC(=O)Cc1ccccc1,-3,8,2,-8,-6,5,3,-7

# Overlap with the part before: 3 compounds; new compounds follow.
SMILES,SENP7 block,SENP8 block-1,SENP1 FRET inh,PfG6PD inh,SENP6 block,Apaf-1 inh,HKDC1 inh,SENP8 block-2
CC(C)Cn1cnc2c(SCCc3ccccc3)nc(N)nc21,·,-233,1,6,·,·,1,·
N#CC1CC(c2ccccc2)=NN1c1ccccc1[N+](=O)[O-] (configuration not stated),-5,9,-1,2,11,5,4,6
CCOc1ccccc1-n1nnnc1SCC(=O)NC(=O)Cc1ccccc1,-3,8,2,-8,-6,5,3,-7
CCOc1ccc(C(=O)NC2C(=O)N3C(C(=O)O)=C(COC(C)=O)CSC23)cc1OCC (configuration not stated),-9,9,-1,6,-2,-6,-5,13
COc1cc(C(=O)NNC(=O)c2cc(-c3ccccc3)n[nH]2)cc(OC)c1C,-2,-8,0,-20,-11,22,5,-3
O=C(NC1CC1)c1cc(Cl)nc2ccccc12,2,0,-1,-7,-8,5,-8,-12
COc1cc2c(cc1OC)C1c3ccc(OC)c(OC)c3OCC1(O)C2 (configuration not stated),·,11,2,5,·,·,-3,·
COc1ccc(C(=O)c2cn[nH]c2-c2ccc(C)cc2O)cc1,1,18,3,2,-12,1,-8,-3
O=[N+]([O-])c1cc(C(F)(F)F)ccc1SCC(O)CO (configuration not stated),-17,23,-1,-5,-16,-5,-1,-8
COc1ccc(C(=O)COC(=O)CCc2nc3ccccc3[nH]c2=O)cc1Br,-3,-55,1,16,-20,0,-8,-3
CCCOc1ccc(C(=O)O/N=C(\CC)c2ccc(C)cc2)cc1,-2,16,2,3,-5,11,1,-5
O=C(CCN1C(=O)c2ccccc2C1=O)Nc1ccc(S(=O)(=O)NC2=NCCCCC2)cc1,-4,-3,1,-4,-2,-2,-3,-5
COc1ccc(OCCN2CCN(C(=O)c3ccc(OC)cc3)CC2)cc1,-4,4,1,-4,-10,1,-5,-2
CCN(c1ccccc1)S(=O)(=O)c1ccc2c(c1)OCCO2,2,5,1,-10,-4,1,-1,-6
COC(=O)c1ccc(COC(=O)CCNS(=O)(=O)c2ccc(C)c(C)c2)cc1,5,2,0,8,-10,22,3,-2
Cc1ccc(-c2nc3ccccc3s2)cc1NC(=O)c1ccc2c(c1)OCO2,-1,-14,-1,-11,-19,-5,8,-9
Cc1ccnc(SC2CC(=O)N(c3ccc(C(C)C)cc3)C2=O)n1 (configuration not stated),-7,6,1,9,18,-1,-6,-4
O=C(Cc1ccc(S(=O)(=O)N2CCOCC2)s1)Nc1ccc(S(=O)(=O)N2CCCCC2)cc1,-4,7,-13,11,8,22,-1,4

# Three entries already listed, sorted by formula weight, low to high.
SMILES,SENP7 block,SENP8 block-1,SENP1 FRET inh,PfG6PD inh,SENP6 block,Apaf-1 inh,HKDC1 inh,SENP8 block-2
COc1cc(C(=O)NNC(=O)c2cc(-c3ccccc3)n[nH]2)cc(OC)c1C,-2,-8,0,-20,-11,22,5,-3
COC(=O)c1ccc(COC(=O)CCNS(=O)(=O)c2ccc(C)c(C)c2)cc1,5,2,0,8,-10,22,3,-2
O=C(CCN1C(=O)c2ccccc2C1=O)Nc1ccc(S(=O)(=O)NC2=NCCCCC2)cc1,-4,-3,1,-4,-2,-2,-3,-5

# Next structures.
SMILES,SENP7 block,SENP8 block-1,SENP1 FRET inh,PfG6PD inh,SENP6 block,Apaf-1 inh,HKDC1 inh,SENP8 block-2
Cc1ccccc1CSc1nnc(C)n1N,3,25,1,-4,9,-13,-15,7
CCOC(=O)c1sc(NC(=O)Nc2cccc(Cl)c2)cc1C,14,-85,1,10,-4,10,-5,3
CC(C)C(=O)NC(c1cccc([N+](=O)[O-])c1)c1c(O)ccc2ccccc12 (configuration not stated),3,4,1,-2,11,13,-4,5
C=CCOc1c(Br)cc(/C=N/O)cc1OCC,4,19,-1,30,5,5,8,4
CCn1ncc(Br)c1C(=O)N(C)C12CC3CC(CC(C3)C1)C2,-4,34,-1,-11,2,3,-1,6
Cc1cc(C)c(C)c(OCCCCN(C)Cc2ccccc2)c1,-1,11,2,7,-9,12,-2,-8
Cc1cc(=O)n(C)c2ccc(S(=O)(=O)N3CCOCC3)cc12,15,-2,0,1,8,-5,-1,-8
CCN=C1SC(C(=O)Nc2cccc(Br)c2)CC(=O)N1CC (configuration not stated),-3,24,0,-13,-17,-6,15,-12
O=C(NCCCN1CCC(Cc2ccccc2)CC1)C1CC(=O)N(C2CCCC2)C1 (configuration not stated),0,20,1,-2,0,5,-1,4
CC1=C(C(=O)OCc2ccc3c(c2)OCO3)C(c2ccccc2)NC(=O)N1 (configuration not stated),-3,4,1,-8,-1,1,-6,-8
Cc1nn(Cc2noc(C(=O)NCc3ccc(F)cc3)n2)c(C)c1Br,-7,6,-2,4,-11,0,-9,11
COc1cc(S(=O)(=O)NCc2ccccc2)ccc1-n1cnnn1,-5,9,-2,-2,-8,7,-5,2
Cc1ccc(S(=O)(=O)Nc2ccccc2C=Nc2cccc(C)c2C)cc1,·,8,-22,33,·,·,7,·
CCOC(=O)CN1C(=O)N[C@@H](CCc2ccccc2)[C@H](C(=O)OC)[C@H]1C,-3,1,-1,-10,-5,-6,1,0
C=CCn1c(SCC(=O)c2ccc(Br)cc2)nnc1C(CC(C)C)NC(=O)c1cccs1 (configuration not stated),2,6,-2,30,-13,22,-6,-4
COc1ccc(-n2ccnc2SCC(=O)NCc2ccco2)c(OC)c1,4,7,2,13,0,-7,-11,5
CCN(Cc1nc(-c2ccc(OC)c(OC)c2)no1)C(=O)c1ccc2c(c1)OCO2,-16,12,3,1,-7,9,-1,-13
CCn1c(SCC(=O)Nc2ccc(C(C)=O)cc2)nc2nc3c(cc2c1=O)COC(C)(C)C3,-1,-6,-3,12,-11,-12,-4,0
Cc1cc2nc3ccc(N(C)C)cc3nc2cc1N,16,81*,72,79*,51*,90*,24,50
Cc1cc(C)c(C)c(S(=O)(=O)NNC(=O)c2cccc(S(=O)(=O)N3CCOCC3)c2)c1C,-3,9,0,-4,9,2,-10,-4
CCCc1cc(C(=O)Nc2cccc(Cl)c2)no1,93*,5,1,25,98*,10,0,90*
CC1CCc2sc(C(=O)Nc3ccc(N4CCOCC4)cc3)cc2C1 (configuration not stated),2,13,3,19,-10,18,13,5
COc1ccc(C(C)NS(=O)(=O)Cc2ccccc2)cc1 (configuration not stated),7,3,-1,-8,15,1,0,4
Clc1ccc(Cn2ncc3c(N4CCCCC4)ncnc32)c(Cl)c1,5,·,·,9,-3,19,0,-1
CCC(C(=O)N1CCc2cc(OC)c(OC)cc2C1)c1ccccc1 (configuration not stated),-5,1,0,-3,9,32,13,1
C/C(=N\Nc1cc(C(F)(F)F)ccc1Cl)c1ccncc1,6,11,1,16,0,29,-1,0
Cc1ncsc1CCOC(=O)c1ccc([N+](=O)[O-])cc1,12,21,1,8,6,8,-3,5
